ERK EGF inh: inhibitors of EGF-stimulated ERK signaling pathway; HEK293-V1b, EGF-stimulated phospho-ERK AlphaScreen; Potency, µM (top dose mostly 11.5 µM), inactives show top-dose activity change, negative = inhibition, hits mostly inhibitors; hit rate 0.41% among 130,000; AID 1454; active = well fitted inhibition curve with a large enough effect; inconclusive = small, poorly fitted or top-dose-only effect, or effect the other way;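 also: plate controls were stimulated vehicle wells for no effect and unstimulated vehicle basal for full effect; nearly all actives have a fitted effect of over 55% in size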
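Concentration-response of compounds against EGF-driven ERK phosphorylation in V1b-expressing HEK293 cells; 30 min preincubation, 5 min EGF, AlphaScreen detection; Normalized to DMSO basal and 25 nM EGF.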
Active calls of the source: *; ? = inconclusive; & = joins results of further samples; [ ] = another dose, or the depositor's remark. Potency is read from the fitted curve at half-maximal effect.

SMILES | ERK EGF inh
CCOC(=O)C1(Cc2cccc(F)c2)CCN(C(=O)C2CCCO2)CC1 (stereo unspecified) | -4.8%[57.5 µM]
CCO[C@H]1OC(C(=O)N2CCN(Cc3ccc4c(c3)OCO4)CC2)=C[C@@H](c2ccc(C(F)(F)F)cc2)[C@@H]1CCCO | 3.3%[57.5 µM]
CCc1nc2sc3c(=O)n(N)cnc3c2c2c1COC(C)(C)C2 | 4.0%
COC(=O)c1ccc(CNC(=O)c2c3c(nc4ccccc24)CCN(Cc2ccccc2)C3)cc1 | 0.7%
COc1ccc(C2=NN(C(=O)CSC3=NN4CCCC(=O)N=C4S3)C(c3cccc(OC)c3OC)C2)cc1 (stereo unspecified) | -4.5%
Cc1nn(C)cc1-c1csc(N)n1 | 6.4%
COC(=O)c1ccccc1NC(=O)N1CCN(c2ccc(F)cc2)CC1 | -0.7%
CCN1/C(=C/c2cc[n+](CCCS(=O)(=O)[O-])c3ccccc23)Sc2ccccc21 | -4.8%
CCn1cc(CNC(=O)c2cc(COc3ccc(F)cc3F)on2)cn1 | 1.5%
Cc1ccc(N(C(=O)NC2CCCCC2)C2=NCCCCC2)cc1 | -4.0%
Cn1nnnc1SCC(=O)N1CCN(C(c2ccccc2)c2ccccc2)CC1 | -4.5%
Cc1ccc2cc([N+](=O)[O-])ccc2n1 | -6.2%[57.5 µM]
Cc1cccc(C)c1NC(=S)NC(=O)c1ccc(Br)o1 | 0.7%
CC(C)c1ccc(/C=N/NC(=O)CC(=O)NCc2ccccc2)cc1 | -0.8%
O=C(CNS(=O)(=O)c1ccccc1)N/N=C/c1ccc(O)cc1 | -5.7%
COc1ccc(Cl)cc1C(=O)Nc1ccc(CN2CCCCC2)cc1 | 0.9%
O=C(OCC(=O)N1CCOCC1)c1ccccc1Cc1ccccc1 | 0.8%
CC(C)=CCN1CCN(Cc2cnc(C)s2)CC1CCO (stereo unspecified) | -1.2%
O=C1N=c2ccccc2=C1c1sc(=S)n(Cc2ccccc2Cl)c1O | ?
COc1cc(C2=NOC(C(=O)Nc3c(C)n(C)n(-c4ccccc4)c3=O)C2)cc(OC)c1OC (stereo unspecified) | 1.4%[57.5 µM]
COc1ccc(/C=N/NC(=S)Nc2ccccc2)cc1COc1ccc(F)cc1F | 6.4%
O=C(/C=C/c1ccc([N+](=O)[O-])cc1)N1CCN(S(=O)(=O)c2cccs2)CC1 | -2.3%[57.5 µM]
Cc1cc(S(=O)(=O)NC2CCN(Cc3ccccc3)CC2)c(C)cc1Cl | -10.1%[57.5 µM]
C[C@@H]1NC(=O)[C@H](CCCN=C(N)N)NC(=O)c2cc([N+](=O)[O-])cc(I)c2NCCC[C@@H](C(N)=O)NC1=O | ?
CCN1C(=C(C#N)C#N)C=Cc2cc(C)ccc21 | -5.1%
O=C(COc1ccccc1)NCCSCc1ccc(Cl)cc1 | 6.1%
CCCOc1ccc(/C=C/c2[nH]c(=O)[nH]c(=O)c2[N+](=O)[O-])cc1OCC | -6.3%[57.5 µM]
COC(=O)CCCCC1SCC(NC(=O)c2ccccc2)C1OC(C)=O (stereo unspecified) | -12.5%
COC(=O)CN(c1ccc(OC)cc1OC)S(=O)(=O)c1ccccc1[N+](=O)[O-] | 2.3%
CN1C(=O)/C(=C/c2ccccc2OCc2ccc(C(=O)O)cc2)NC1=S | -2.3%
Cc1ccc(NC(=O)COC(=O)C2CC2)c(Br)c1 | -0.1%
O=C1c2cccnc2C(Nc2cccc(F)c2)N1Cc1ccco1 (stereo unspecified) | 3.7%
Cc1nc(N2CCC(C)CC2)c2c(C)c(C(=O)Nc3cccc(C(F)(F)F)c3)sc2n1 | -3.1%
O=C(COC(=O)c1cncc(Br)c1)NC1CCCC1 | 3.4%
O=C(COC(=O)COc1ccc(Cl)cc1Br)NCc1cccs1 | -1.1%
CC(C)CC(=O)NC(=S)Nc1ccccc1C(F)(F)F | -9.3%
Cc1ccc(S(=O)(=O)N2CCOCC2)cc1C(=O)NC(=S)N1CC(C)CC(C)C1 (stereo unspecified) | -2.4%[57.5 µM]
COc1ccc(-c2csc3ncnc(Oc4ccc5c(C)cc(=O)oc5c4)c23)cc1 | 2.8%
O=C1N=C(N2CCc3ccccc3C2)S/C1=C\c1cccc(O)c1 | 15.2%
COc1ccc(CN(C(=O)CSc2nnc(-c3ccc(OC)c(OC)c3)o2)c2ccc(F)cc2)cc1 | -2.4%
CCOC(=O)C(C(=O)OCC)C(C#N)c1ccccc1 (stereo unspecified) | -3.9%
COc1ccccc1NC(=O)CCC(=O)OCc1ccc(Br)cc1 | -4.3%
O=C(/C=C/c1cccc([N+](=O)[O-])c1)NCCSCc1c(Cl)cccc1Cl | 11.1%
CCN(CC)CCNC(=O)c1cn(CC)c2cc(N3CCN(C(=O)c4ccco4)CC3)c(F)cc2c1=O | 4.5%[57.5 µM]
O=S(=O)(Nc1ccc(-c2nc3cccnc3s2)cc1)c1cc(F)ccc1F | -8.3%[57.5 µM]
CCCCOC(=O)Oc1ccc2c(=O)c(Oc3cccc(C)c3)coc2c1 | 17.9%
CCCCCc1cc(=O)oc2c(C(CCN3CCN(c4ccccc4)CC3)c3ccc(N(C)C)cc3)c(OC)cc(OC)c12 (stereo unspecified) | ?
CN(C)c1ccc(CNC(=O)C2CCC(CNc3c(N4CCCCC4)c(=O)c3=O)CC2)cc1 (stereo unspecified) | -22.4%[57.5 µM]
COc1ccc(C(=O)c2ccccc2)c(O)c1O | ?
CC(C)C[C@@H](CC(=O)N[C@@H](CCC(=O)O)CC(=O)O)NC(=O)[C@@H]1CNCC[C@H]1NC(=O)C[C@H](CCCN)NC(=O)C[C@H](CO)NC(=O)[C@@H]1CCCC[C@H]1N | -18.3%
C=CCNS(=O)(=O)c1cccc(C(C)=O)c1 | 1.9%
O=C(c1cccc(OCc2ccccc2)c1)N1CCOCC1 | 2.7%
Cn1c(=O)c2c(nc(CO)n2C)n(C)c1=O | 0.9%
COc1cccc(/C(=N/O)C2CC2c2ccc(Cl)cc2)c1 (stereo unspecified) | -3.7%
c1ccc(CN=C2NN=C(c3ccccc3)CS2)cc1 | 0.9%
Cn1c(=O)[nH]c(=O)c2c1nc(N1CCCCCC1)n2CC(N)=O | 5.9%
COc1ccc(CC(=O)NCC(=O)N/N=C/c2ccco2)cc1 | -4.5%
CCn1nnnc1SCC(=O)c1ccc(C)cc1C | 15.9%
Cc1nnc2sc(SCC(=O)Nc3ccc(Br)cc3)nn2c1=O | -4.8%
OCCN1CCN(C(=S)Nc2ccc(SC(F)F)cc2)CC1 | -3.6%

Three entries drawn at random from those above:
SMILES | ERK EGF inh
CCCCOC(=O)Oc1ccc2c(=O)c(Oc3cccc(C)c3)coc2c1 | 17.9%
c1ccc(CN=C2NN=C(c3ccccc3)CS2)cc1 | 0.9%
COc1ccc(CC(=O)NCC(=O)N/N=C/c2ccco2)cc1 | -4.5%

The listing continues.
SMILES | ERK EGF inh
CCOC(=O)C1(Cc2ccccc2)CCN(C2Cc3ccccc3C2)CC1 | -15.0%
CCOC(=O)c1cc(-c2cccc([N+](=O)[O-])c2)n[nH]1 | -6.6%
COc1cccc(Oc2ccc(C(F)(F)F)cc2NC(=O)c2cccc(F)c2)c1 | -1.8%
O=C(O)c1ccc(N=Cc2c(O)ccc3oc4c(c23)CCCC4)cc1 | -4.2%[57.5 µM]
Cn1ncc(Cl)c1C(=O)NCc1ccco1 | -11.1%
O=[N+]([O-])c1cccc(/C=N\N=C2c3ccccc3-c3ccccc32)c1O | ?
[N-]=C=C1C(=O)NC(=O)C([n+]2ccc(-c3ccncc3)cc2)C1c1ccccc1C(F)(F)F (stereo unspecified) | -2.2%[57.5 µM]
O=C(CCN1C(=O)/C(=C\c2cccs2)SC1=S)Nc1ccccn1 | 4.1%
S=C(NC1CCCCC1)N1CCn2cccc2C1c1ccncc1 (stereo unspecified) | 1.8%
CCCN(CCC)C(=S)Nc1cc(C(=O)OC)ccc1C(=O)OC | -0.9%
CC(=O)Nc1ccc(S(=O)(=O)NNC(=O)C(=O)NNc2ccccn2)cc1 | 0.0%[57.5 µM]
COC(=O)/C(=N/Nc1ccccc1C)N1CCCc2ccccc21 | 2.9%
COC(=O)c1cccc(C23CC4(C2)[C@H](CN(Cc2ccc(-c5ccccc5)cc2)[C@@H]4c2ccccc2)C3c2ccc(C(F)(F)F)cc2)c1 (stereo partly specified) | 0.6%
COc1cccc(C(=O)NN/C(C)=C/C(=O)C(F)(F)C(F)(F)C(F)(F)F)c1 | 3.1%
COc1ccc(-c2cc(=O)c3c(O)c(OC)c(OC)c(OC)c3o2)cc1 | 21.1%
Cc1ccc(S(=O)(=O)/N=C2/C=C(Sc3ncn[nH]3)C(=O)c3ccccc32)c(C)c1 | -4.2%
CC(=O)Nc1ccc(N2C(=O)CSC2c2ccccc2[N+](=O)[O-])cc1 (stereo unspecified) | -4.8%
NC(=S)NN=C(Cc1ccccc1)Cc1ccccc1 | -12.5%
COc1cc(=O)n(C)c2c(OC[C@@H](O)C(C)(C)O)cccc12 | -1.4%[25.7 µM]
O=C(CCCN1C(=O)c2cccc3cccc(c23)C1=O)N1CCN(c2ncccn2)CC1 | ?
COc1ccccc1C(=O)C1CCCN(C(=O)C2CCCC2)C1 (stereo unspecified) | -21.1%
O=C(CNC(=O)c1cccc(F)c1)N/N=C/c1cccc([N+](=O)[O-])c1 | 13.0%
Oc1cccc2ccc(/C=C/c3c(F)cccc3Cl)nc12 | -3.9%
CC(/C=N/Nc1nc2ccccc2[nH]1)=C\c1ccccc1 | 5.5%
CC(C)Nc1nnc(SCC(=O)Nc2ccc3c(c2)C(=O)c2ccccc2C3=O)s1 | ?
O=c1c(O)c(-c2ccccc2)oc2cc(O)cc(O)c12 | 8.9%
O=C(COC(=O)/C=C/c1cccs1)Nc1nc(-c2ccccc2)cs1 | 0.4%
COc1ccccc1/C=C/C(=O)/C=C/c1ccccc1O | 35.5µM*
NC(=O)C1(N2CCCCC2)CCN(C(=S)NCCc2ccccc2)CC1 | -2.6%
CC(=O)CCc1c(C)c2cccc(C)c2[nH]c1=O | -14.1%[57.5 µM]
Cc1nccn1CCCNC(=O)CC1C(=O)NCCN1Cc1ccc(Cl)c(F)c1 (stereo unspecified) | -15.6%
O=C(CSc1ccc2ccccc2c1)NC1CCCc2ccccc21 (stereo unspecified) | 2.8%
CCOC(=O)N1CC(=O)Nc2ccc(Br)cc2C1c1ccccc1 (stereo unspecified) | 5.1%[57.5 µM]
Cc1cc(C)cc(NC(=O)CN(C)S(=O)(=O)c2cnc[nH]2)c1 | -5.8%
COc1ccc(NC(=O)[C@@H](NC(=O)c2ccccc2)C(C)C)cc1S(=O)(=O)N1CCCCC1 | 9.8%
O=C(CN1C(=O)/C(=C\c2cccc(Cl)c2)Oc2ccccc21)N1CCN(c2ccccn2)CC1 | -4.6%
CCCCCn1cnc2c(=S)nc(N)[nH]c21 | -3.8%[57.5 µM]
CCc1ccc2nc(Nc3ncc(C(C)=O)c(C)n3)nc(C)c2c1 | -2.6%[57.5 µM]
COC(=O)Cn1c(C(=O)N2CCCC2)cc2c1C[C@H]1CN(C(=O)c3ccccc3)[C@@](Cc3ccc(F)cc3)(C(=O)OC)[C@@H]21 | 4.3%&-2.1%
CCO[C@H]1OC(C(=O)Nc2ccccc2)=C[C@@H](c2csc3ccccc23)[C@@H]1CCCO | -13.4%[57.5 µM]
O=[N+]([O-])c1cc(-c2ncccn2)c([N+](=O)[O-])s1 | 4.2%
COC(=O)c1scc(C)c1N1C(=O)c2ccccc2C1=O | -0.6%[57.5 µM]
COc1ccc(OC)c(-c2nc(CN(C)C(C)c3ccncn3)c(C)o2)c1 (stereo unspecified) | 8.4%
O=C(COC(=O)COc1ccccc1)Nc1cccc([N+](=O)[O-])c1 | 5.3%
Cc1sc(-c2ccccn2)nc1OC(=O)c1ccc(F)cc1F | 6.6%
COc1cc(C(=O)O/N=C(\N)c2cccc([N+](=O)[O-])c2)cc(OC)c1OC | -0.2%[57.5 µM]
CCN1CCN(CCOc2ccc(Br)cc2C)CC1 | -20.5%
O=C(NCc1ccccn1)c1ccc(Cl)c(S(=O)(=O)N2CCCCC2)c1 | -2.3%
CCN1/C(=C\C=C2\C(=O)N(c3ccccc3)C(=S)N2C)Sc2ccccc21 | ?
Cc1nn(C)c(Oc2ccccc2)c1CCNC(=O)C(C)(C)C | -5.9%
CCOC(=O)CN/C=C(\C#N)c1ccccc1 | 3.2%
Cc1ccc(C)c(NC(=O)CCCCCCCCCCC2COCCO2)c1 (stereo unspecified) | -11.3%
O=C(O)c1ccc(CS(=O)(=O)Cc2ccccc2F)o1 | -3.8%

Filtered by structure, the compounds so far with two or more sulfur atoms.
SMILES | ERK EGF inh
COc1ccc(C2=NN(C(=O)CSC3=NN4CCCC(=O)N=C4S3)C(c3cccc(OC)c3OC)C2)cc1 (stereo unspecified) | -4.5%
CCN1/C(=C/c2cc[n+](CCCS(=O)(=O)[O-])c3ccccc23)Sc2ccccc21 | -4.8%
O=C1N=c2ccccc2=C1c1sc(=S)n(Cc2ccccc2Cl)c1O | ?
O=C(/C=C/c1ccc([N+](=O)[O-])cc1)N1CCN(S(=O)(=O)c2cccs2)CC1 | -2.3%[57.5 µM]
Cc1ccc(S(=O)(=O)N2CCOCC2)cc1C(=O)NC(=S)N1CC(C)CC(C)C1 (stereo unspecified) | -2.4%[57.5 µM]
O=S(=O)(Nc1ccc(-c2nc3cccnc3s2)cc1)c1cc(F)ccc1F | -8.3%[57.5 µM]
Cc1nnc2sc(SCC(=O)Nc3ccc(Br)cc3)nn2c1=O | -4.8%
OCCN1CCN(C(=S)Nc2ccc(SC(F)F)cc2)CC1 | -3.6%
O=C(CCN1C(=O)/C(=C\c2cccs2)SC1=S)Nc1ccccn1 | 4.1%
Cc1ccc(S(=O)(=O)/N=C2/C=C(Sc3ncn[nH]3)C(=O)c3ccccc32)c(C)c1 | -4.2%
CC(C)Nc1nnc(SCC(=O)Nc2ccc3c(c2)C(=O)c2ccccc2C3=O)s1 | ?
O=C(COC(=O)/C=C/c1cccs1)Nc1nc(-c2ccccc2)cs1 | 0.4%
CCN1/C(=C\C=C2\C(=O)N(c3ccccc3)C(=S)N2C)Sc2ccccc21 | ?

Screening results: PubChem, National Center for Advancing Translational Sciences (NCATS)

A portion of the library; rates above refer to the full screens.
